D3 ag – qHTS of D3 Dopamine Receptor Agonist: qHTS | D3R DiscoveRx beta-arrestin cells, luminescence, 90 min | D(3) dopamine receptor (Homo sapiens), P35462 | hit rate 0.58% among 410,000 | max activation, %; in the data active = max activation above about 30%; also: 0% is about no effect; mostly tested at two doses, the higher about 12 µM
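Agonist-mode cell screen: cells plated at 1500/well and incubated overnight at 37 °C, then exposed to library compounds for 90 min at 37 °C. Detection reagent was added for 30–60 min at room temperature, and luminescence was read.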
GLP-1R agonist – qHTS of GLP-1 Receptor Agonists. Glucagon-like peptide 1 receptor (Homo sapiens), P43220. HEK293 GLP-1R CRE-luciferase, luminescence, 4-6 h; cells express a hypersensitive GLP-1R form. Potency, µM (series often up to 45.6 µM), for inactives: top-dose activation, actives largely listed as activators. hit rate 0.007% among 380,000. AID 624172, 2012; also: potency is read from the fitted curve at half-maximal effect; % of control where 0% means no effect
IL-2 act – qHTS of IL-2 Activators; IL-2 activation reporter assay, cell-based qHTS; stimulated with anti-CD3/CD4/CD28 beads; in transgenic mouse T cells; activation, % (series mostly up to about 46 µM); hit rate 0.065% among 360,000; in the data active = activation above about 50%; inconclusive = mostly about 30% to 49%; also: 0% is about no effect
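EGFP and DsRed fluorescence is measured by plate cytometry in unstimulated transgenic mouse T cells exposed to compound for 60 minutes, then stimulated 18 hours at 37 degrees C with anti-CD3/anti-CD4 beads plus anti-CD28.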
GLP-1R inv ag – qHTS of GLP-1 Receptor Inverse Agonists (Inhibition Mode); HEK293 GLP-1R CRE-luciferase, luminescence, 24 h; GLP-1R form is constitutively active; Potency, µM (titrated, usually from 38.3 µM), without a hit: at the highest dose activity change, negative = inhibition, hits mostly inhibitors; hit rate 1.6% among 410,000; Glucagon-like peptide 1 receptor (Homo sapiens), P43220; also: potency is read from the fitted curve at half-maximal effect; % is scaled to controls: 0 for no effect and ±100 for the full control effect; nearly all actives have a fitted effect of over 55% in size
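Seeding at 200 cells/uL, 12 h culture, 24 hr compound treatment, then luciferase reagent and a luminescence read; cells are HEK293 stably expressing a constitutively active GLP-1R plus cAMP-responsive luciferase.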
WRN helicase inh – qHTS for Inhibitors of WRN Helicase | Bifunctional 3'-5' exonuclease/ATP-dependent helicase WRN (Homo sapiens), Q14191 | hit rate 0.46% among 360,000 | WRN helicase unwinding, fluorescent forked duplex, kinetic | Potency, µM (highest dose often 114 µM), without a hit: at the top dose activity change, negative = inhibition, actives largely listed as inhibitors; also: potency is read from the fitted curve at half-maximal effect; % is scaled to controls: 0 for no effect and ±100 for the full control effect; nearly all actives have a fitted effect of over 55% in size
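WRN at 20 nM final was preincubated with compound for 15 min at room temperature; reaction started with 100 nM forked duplex oligonucleotide carrying fluorophore and quencher plus 2 mM ATP (final). Unwinding followed kinetically by red fluorescence (ex 525/em 598 nm).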
HEK293 tox – qHTS of GLP-1 Receptor Inverse Agonists: Cytotox Screen; HEK293 cAMP-luciferase reporter cells, luminescence, 24 h; Potency, µM (highest dose often 38.3 µM), without a hit: at the top dose activity change, negative = inhibition, usual class: inhibitors; hit rate 0.13% among 410,000; AID 624418, 2012;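 also: loss of luciferase light is scored as toxicity; potency is read from the fitted curve at half-maximal effect; % is scaled to controls: 0 for no effect and ±100 for the full control effect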
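Quantitative HTS format, 1536 wells, 200 cells/uL seeded. Compounds: 23 nL, 24 h, 37 °C. Detection: luciferase reagent, luminescence at 12 min RT; decreased signal taken as cytotoxic.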
D3 antag – qHTS of D3 Dopamine Receptor Antagonist: qHTS; max response, negative = inhibition, %; D(3) dopamine receptor (Homo sapiens), P35462; hit rate 2.5% among 360,000; D3R cells, DiscoveRx beta-arrestin luminescence, antagonist mode; stronger effect = lower value; in the data active = max response below about -50%; inconclusive = no clear call, values can overlap the other calls; also: % is scaled to controls: 0 for no effect and ±100 for the full control effect; mostly tested at two doses, the higher about 12 µM
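Cells expressing the human receptor were seeded at 1500 cells/well, incubated overnight at 37 degrees C in 5% CO2, then exposed to library compounds with dopamine controls for 90 minutes at 37 degrees C before luminescent detection.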
PI5P4Ka inh – qHTS for Inhibitors of phosphatidylinositol 5-phosphate 4-kinase (PI5P4K); Phosphatidylinositol 5-phosphate 4-kinase type-2 alpha (Homo sapiens), P48426; AID 652105, 2013; max response, %; PI5P4Kalpha enzyme, ADP-Glo luminescence, 60 min; stronger effect = lower value; hit rate 1.2% among 330,000; active = max response of -50% or lower; inconclusive = between -30% and -50%; inactive = -30% or higher; also: value at the top dose of about 77 µM; % is scaled to controls: 0 for no effect and ±100 for the full control effect
Target sequence (P48426 whole entry, looked up): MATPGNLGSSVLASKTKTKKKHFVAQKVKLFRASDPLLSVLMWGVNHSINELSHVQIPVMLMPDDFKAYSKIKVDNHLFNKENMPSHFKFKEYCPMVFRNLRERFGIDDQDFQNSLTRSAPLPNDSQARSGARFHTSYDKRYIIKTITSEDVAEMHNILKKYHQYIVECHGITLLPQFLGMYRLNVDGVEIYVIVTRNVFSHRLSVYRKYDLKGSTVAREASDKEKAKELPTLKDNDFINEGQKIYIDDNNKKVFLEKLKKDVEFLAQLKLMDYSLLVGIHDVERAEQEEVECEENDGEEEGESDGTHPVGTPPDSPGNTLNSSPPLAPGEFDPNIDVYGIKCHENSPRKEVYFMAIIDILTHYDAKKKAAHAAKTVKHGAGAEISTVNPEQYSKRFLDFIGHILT
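Luminescence from ADP-Glo served as readout of PI5P4Kalpha activity in a qHTS format. Reaction: enzyme, substrate, compound, ATP at 5 microM final, 60 min at RT.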
PLK1 PBD block – qHTS for Inhibitors of PLK1-PDB (polo-like kinase 1 - polo-box domain): Primary Screen; Potency, µM, without a hit: max response, negative = inhibition, hits mostly inhibitors; Serine/threonine-protein kinase PLK1 (Homo sapiens), P53350; hit rate 2.8% among 360,000; Plk1 PBD binding of FITC phosphopeptide, fluorescence polarization; also: potency is read from the fitted curve at half-maximal effect; series mostly up to about 57 µM; % is scaled to controls: 0 for no effect and ±100 for the full control effect; nearly all actives have a fitted effect of over 65% in size
Target sequence (P53350 whole entry, looked up, the tested form may be a part): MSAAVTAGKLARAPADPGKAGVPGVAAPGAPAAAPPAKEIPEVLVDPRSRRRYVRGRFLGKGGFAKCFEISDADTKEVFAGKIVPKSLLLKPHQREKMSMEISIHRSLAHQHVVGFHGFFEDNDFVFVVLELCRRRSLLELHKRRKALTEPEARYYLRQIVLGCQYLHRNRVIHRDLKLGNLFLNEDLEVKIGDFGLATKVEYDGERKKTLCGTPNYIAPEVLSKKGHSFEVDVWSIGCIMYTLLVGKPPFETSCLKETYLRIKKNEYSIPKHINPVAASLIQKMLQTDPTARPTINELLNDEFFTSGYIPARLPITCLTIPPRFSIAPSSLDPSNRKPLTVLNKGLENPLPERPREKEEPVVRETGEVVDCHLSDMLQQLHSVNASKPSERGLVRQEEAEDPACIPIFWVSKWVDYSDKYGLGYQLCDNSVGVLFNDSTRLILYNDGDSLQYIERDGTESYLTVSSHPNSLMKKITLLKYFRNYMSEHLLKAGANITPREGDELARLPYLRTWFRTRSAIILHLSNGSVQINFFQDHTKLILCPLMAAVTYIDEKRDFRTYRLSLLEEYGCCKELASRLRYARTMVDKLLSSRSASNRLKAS
The depositor's hits bear a star; ? = inconclusive; nt = no result given; [ ] = another dose, or the depositor's remark. Unless noted, calls follow the shape of the dose curve; as a rule, active = well fitted curve in the direction sought with a large enough effect; inconclusive = small, poorly fitted or top-dose-only effect, or another doubt; inactive = no such curve, though single readings can be large; an effect the other way counts as inactive or inconclusive. The order is random. Share with any hit: about 7.8%.

SMILES	D3 ag	GLP-1R agonist	IL-2 act	GLP-1R inv ag	WRN helicase inh	HEK293 tox	D3 antag	PI5P4Ka inh	PLK1 PBD block
COC(=O)C1(C)NC(c2ccccc2C)C2C(=O)N(c3ccc(F)cc3)C(=O)C21 (configuration not stated)	-3	5%	-0.4	2%	4%	-5%	7	0	30µM*
COc1ccccc1-c1n[nH]nc1C1=CC(=O)C[C@H](c2ccc(F)cc2)C1	-10	-2%	0.6	-8%	-5%	1%	-1	-29	-19%
Cc1cccc(C)c1NC(=O)C1(N2C(=O)CC2c2ccccc2)CCCCC1 (configuration not stated)	-11	9%	-2.9	?	-6%	-10%	-18	-9	-8%
Cc1cc(=O)c(C(=O)Nc2ccc(N3CCOCC3)cc2N2CCOCC2)nn1-c1ccccc1Cl	-3	-7%	0.7	-1%	-21%	-3%	-30	5	-4%
Cc1cccc(NS(=O)(=O)c2cc(C(=O)N3CCN(C)CC3)ccc2C)c1	-17	13%	-2.7	0%	0%	-10%	-14	nt	0%
O=C1c2ccccc2C(=O)N1CCc1c[nH]c2ccccc12	1	18%	-0.5	-26%	0%	-17%	-5	2	-12%
COc1ccc(-c2cc(C(F)(F)F)nc(-n3cc(Cl)cn3)n2)cc1	2	23%	-1.4	-22%	-11%	1%	26	nt	-10%
O=c1c(C=NCC2CCCO2)c(-c2ccccc2)[nH]n1-c1ccc([N+](=O)[O-])cc1 (configuration not stated)	-4	10%	-2.7	-13%	-4%	?	-9	0	-2%
CCOC(=O)C1C(c2ccc(C)o2)NC(=O)NC1(O)C(F)(F)F (configuration not stated)	-1	7%	0.8	21%	3%	-16%	8	-4	3%
Cc1nc(-c2nc(C(=O)NNS(C)(=O)=O)cs2)cs1	1	1%	-2.2	9%	-2%	-5%	19	3	-1%
Cc1ccc(C(=O)c2c[nH]c(C(=O)NCc3cccnc3)c2)cc1	0	-11%	1.2	0%	-2%	-19%	-14	0	-2%
O=C(NCc1ccc(F)cc1)C1CC(=O)N(Cc2ccco2)C1 (configuration not stated)	4	-1%	-1.0	25%	9%	3%	0	0	-2%
CC(C)(C)C(=O)Nc1nnc(SCC(=O)NC2CC2)s1	-7	1%	-0.4	2%	-28%	-1%	1	-10	-7%
Cc1nnc(SCC(=O)Nc2cccc(S(=O)(=O)N3CCCCC3)c2)s1	-7	-2%	0.1	-36%	7%	0%	-3	-1	-12%
NC1=NC(=O)C(Cc2ccc(OC(F)(F)F)cc2)S1 (configuration not stated)	3	-1%	-1.7	1%	0%[57.1 µM]	0%	-10	0	-12%
Nc1nc(SCCO)[nH]c(=O)c1NC(=O)c1ccco1	1	0%	-0.4	14%	11%	-6%	-10	1	1%
CC(Sc1nc(-c2ccccc2)cc(C(F)(F)F)n1)C(=O)N1CCC(C(N)=O)CC1 (configuration not stated)	0	-1%	1.3	1%	1%	-16%	-5	nt	-11%
Cc1cccc(C)c1NC(=O)C1c2ccccc2OCC(=O)N1Cc1ccco1 (configuration not stated)	4	-2%	1.2	7%	6%	2%	-1	-1	4%
CCn1c(O)c(N=NC(=O)CNC(=O)c2ccco2)c2ccccc21	-3	8%	-1.7	-14%	-11%	2%	-2	2	-10%
CCCNC(=O)c1ccc(N2CCC3(CC2)CC(c2ccc(Cl)cc2)=NO3)c([N+](=O)[O-])c1	-8	2%	-0.5	?	2%	4%	1	-1	-19%
Cc1cccc(C)c1NC(=O)C1(C)CSCC(=O)N1CCc1ccccc1F (configuration not stated)	-2	nt	0.6	?	5%	-2%	7	-5	3%
CC(=O)Nc1ccc(NC(=O)c2cccc(Oc3ccccc3)c2)cc1	-16	9%	-1.9	-14%	13%	3%	-51*	-11	?
COc1cccc(C2/C(=C(/O)c3ccc4c(c3)OCO4)C(=O)C(=O)N2CCN2CCOCC2)c1 (configuration not stated)	-1	-4%	-2.5	8%	-7%	3%	-5	6	-7%
O=c1cc(N2CCOCC2)c2ccccc2o1	-3	-2%	0.3	3%	1%	7%	9	nt	-6%
O=S(=O)(Nc1nnc(-c2ccccc2)s1)c1ccc(Cl)cc1	-11	5%	-2.0	?	?	-23%	0	-17	?
(next part)
SMILES	D3 ag	GLP-1R agonist	IL-2 act	GLP-1R inv ag	WRN helicase inh	HEK293 tox	D3 antag	PI5P4Ka inh	PLK1 PBD block
CN(Cc1ccccc1)C(=O)CSc1nc(-c2ccc(F)cc2)cc(C(F)(F)F)n1	-6	-2%	nt	?	nt	-1%	nt	nt	nt
C=CCn1c(SCc2nc3ccccc3c(=O)[nH]2)nnc1-c1cc2cc(Cl)ccc2o1	11	0%	1.6	-11%	1%	3%	42	-9	-1%
COc1ccc(-c2cc(-c3ccccc3)nc(N)n2)c(O)c1	14	11%	-3.4	12%	-5%[11.6 µM]	-19%	19	138	8%
CCN(CC(=O)Nc1c(F)cccc1F)C(=O)c1ccc2ncsc2c1	4	-3%	-4.5	8%	0%	-4%	3	3	-5%
CC(C)c1ccc(NC(=O)C2=CC=CN3CCS(=O)(=O)N=C23)cc1	3	-1%	-0.9	30%	1%	0%	26	0	3%
COc1cccc(OCc2cc(C(=O)N3CCN(C4CCCC4)CC3)no2)c1	-13	0%	-0.9	?	-24%	0%	-26	-2	-13%
OCC[C@@H]1C[C@@H](O)[C@H](O)[C@]2(CCc3ccccc3CO2)O1	13	-1%	-3.2	15%	4%	4%	5	-2	?
COc1cc(N=Nc2ccc(Br)cc2)cc(C=O)c1O	-3	-1%	1.0	6%	-1%	-17%	-75*	?	27µM*
Cc1ccc(S(=O)(=O)N2CCN(c3cc4c(cc3[N+](=O)[O-])n(C)c(=O)n4C)CC2)cc1	12	2%	0.9	40%[activator]	-9%	1%	-14	nt	-4%
O=C(NCCNC(=O)C(c1ccccc1)c1ccccc1)c1ccco1	-8	-4%	-1.2	0%	4%	1%	17	nt	-7%
Cc1ccc(CNc2cc(C(=O)O)ccc2C)s1	7	3%	0.5	4%	14%	0%	-15	0	-12%
Cn1nc(C(F)(F)F)c(/C=N/OC(=O)c2ccccc2)c1Cl	-12	-11%	-1.6	-3%	-4%	8%	8	nt	1%
Cc1ccc2c(N)[nH]nc2n1	2	8%	-0.6	7%	8%	3%	-7	-10	-6%
CCOC(=O)N1CCN(S(=O)(=O)c2ccc(OC)c3ccccc23)CC1	1	7%	0.0	-26%	-7%	-1%	0	13	-3%
CN(C)/C=C/C(=O)c1ccccc1	-9	-4%	2.4	1%	-1%	1%	9	-5	6%
O=C(NCCO)c1cccc2c1C(=O)c1ccccc1-2	-4	0%	-2.3	59%[activator]	-3%	25%	1	-9	-21%
CC(C)(O)C#Cc1ccc(C(=O)N2CCCC2C(=O)O)s1 (configuration not stated)	3	4%	1.4	15%	-8%	5%	-11	11	4%
Clc1ccc(N(CC2CO2)CC2CO2)cc1 (configuration not stated)	-1	6%	-0.2	3%	3%	?	3	3	3%
O=C(COc1ccc(Cl)cc1Cl)OCC(=O)N1CCCc2ccccc21	-2	2%	0.3	0%	-7%	3%	-3	6	0%
CC(C)c1cc(CNC(=O)CC2C(=O)NCCN2CC2CCCCC2)on1 (configuration not stated)	0	2%	0.4	-1%	-2%	0%	-22	-2	-5%
O=[N+]([O-])c1ccc2c(c1)[nH]c(=S)n2-c1ccccc1	6	0%	0.2	21%	-11%	-10%	-12	-22	6µM*
CC(c1ccccc1)n1cnc2ccccc2c1=O (configuration not stated)	3	-11%	-2.2	-29%	1%	1%	11	2	-4%
CCC1(c2ccc(Cl)cc2)NC(=O)N(CC(=O)NC2CCCCCC2)C1=O (configuration not stated)	-8	-4%	-0.1	?	-2%	6%	-27	1	-7%
COc1ccccc1S(=O)Cc1ccc(C(=O)NCc2ccccc2Cl)o1 (configuration not stated)	-12	9%	-2.9	-3%	-1%	-20%	-23	-5	27µM*
COCCn1c(C)cc(C(=O)CSc2nc3nc(C)cc(C)n3n2)c1C	2	13%	0.7	9%	-31%	20%	0	-8	-4%
(more compounds)
SMILES	D3 ag	GLP-1R agonist	IL-2 act	GLP-1R inv ag	WRN helicase inh	HEK293 tox	D3 antag	PI5P4Ka inh	PLK1 PBD block
CCOC(=O)C1=C(CC)Nc2ccccc2N=C1NC(=O)c1ccc(OC)c(S(=O)(=O)N2CCOCC2)c1	3	1%	0.1	17%	-2%	15%	26	-3	-12%
O=C(Cc1cccc(NC(=O)C2CCCN(C(=O)C3CCCCC3)C2)c1)Nc1ccc(C(=O)N2CCCCC2)cc1 (configuration not stated)	2	0%	-0.1	2%	-4%	8%	0	2	2%
O=C(NCCS(=O)(=O)NCc1cccnc1)c1ccccc1	-18	22%	-0.4	7%	-4%	-2%	-3	-8	-3%
Cc1cc(NC(=O)CSc2nnc(C)c(=O)n2N)no1	9	-5%	-1.6	15%	-3%[57.1 µM]	-10%	12	0	7%
CC(=O)OC1OCCOC1NC(=S)Nc1ccc(C)cc1 (configuration not stated)	-1	-5%	-0.9	7%	5%	9%	-4	4	-10%
CN(C)CCNc1oc(COc2ccc(Cl)cc2Cl)nc1C#N	0	-6%	-1.9	4%	-13%	0%	-8	nt	-6%
CC(=O)c1nn(-c2cccc(Br)c2)cc1C(=O)c1ccc(C)cc1	9	2%	1.6	1%	0%	-8%	15	0	-7%
CC(C)=CC(=O)Nc1nc2ccc([N+](=O)[O-])cc2s1	3	0%	-2.6	5%	?	?	-17	4	-20%
CCOc1ccc(NC(=O)CCc2c(C)nc3nc(-c4cc(OC)cc(OC)c4)nn3c2C)cc1	-13	0%	nt	1%	nt	24%	nt	nt	nt
CCN(C(=O)c1cc2c(=O)n(CC)c3ccccc3c2s1)c1cccc(C(F)(F)F)c1	0	2%	nt	-16%	nt	5%	nt	nt	nt

From PubChem
